PGC1a acetyl inh: PGC1a acetylation modulation, inhibitor mode; U2OS PGC1a acetylation, AlphaScreen anti-acetyl-lysine; with virally co-expressed GCN5 acetyltransferase; AID 651687; 0.17% of 350,000 active; inhibition, % at 15.6 µM;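 active = every replicate shows inhibition of at least 40%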;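 note: 0% = neutral control wells and 100% = positive control wells; some results beyond the cut were filed as inactive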
SIRT5 inh: sirtuin-5 (human) deacylase inhibition; Purified SirT5, succinyl-peptide AMC, trypsin-coupled fluorescence; inhibition, % at 15 µM; 1.1% of 330,000 active; in the data active = inhibition above about 15%
XiGFP reactiv: activators of X-chromosome reactivation in mouse fibroblasts. XiGFP mouse fibroblasts, % GFP-positive cells imaging, 3 d; cells co-treated with 5-aza-dC sensitizer; scaled so ellipticine positive control = 100%. AID 743238. activation, % at 7.58 µM. 0.055% of 360,000 active;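 active = mean normalized replicate activation at least 10% and every replicate at or above 10%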;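 note: 0% = median of on-plate neutral control wells and 100% = ellipticine 6 µM median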
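System: 68-5-11 XiGFP fibroblast line; Timing: 3 days compound exposure; Compound dosing: one concentration, pinned; Benchmarks: positive control ellipticine, 6 µM final; Buffer or medium: DMEM containing 5-aza-dC.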
Cneo AK release: causes C. neoformans cell lysis; adenylate kinase release luminescence, 4 h; normalised: neutral wells 0, clomiphene wells 100; lysis activity, % at 15 µM; 0.2% of 360,000 active; AID 651654;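 active = mean lysis activity across replicates of at least 80%, whatever share of replicates individually reach that level; inactive = mean lysis activity below 80%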
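Material – log-phase Cryptococcus neoformans yeast cells · Input – 5 × 10^6 yeast cells/mL · Medium – fresh YPD growth medium · Doses – single compound concentration per well · Timing – static 4 h at 37 °C with compound, 1 h detection · Detection – adenylate kinase release luminescence · Read-out – signal increase indicating cell lysis · Control set – Clomiphene as positive lysis control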
Statin myotox sup: protects C2C12 myotubes from simvastatin toxicity; 0.78% of 330,000 active; ATP luminescence, 48 h; scaled: DMSO 0, geranylgeraniol control 100; rescue of ATP level, % at 7.49 µM;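 active = mean ATP rescue above about 67%, or every replicate alone reaching that limit, limit read from the data, passing the limit was not always enough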;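 note: myotubes were challenged with 10 µM simvastatin during compound exposure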
LGR2 antag: blocks bursicon-induced cAMP signaling via Drosophila LGR2; HEK293 LGR2, CRE-luciferase, bursicon-stimulated, 4 h; inhibition, % at 9.99 µM; 0.35% of 380,000 active; AID 720647;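 active = drop in luminescence signal, shown as inhibition above about 50% in the replicate tests, limit read from the data, passing the limit was not always enough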;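 note: agonist challenge used bursicon conditioned medium at about half maximal strength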
S100A4 MyoIIA: inhibitors of human S100A4 binding to myosin IIA peptide; S100A4/TAMRA-MyoIIA peptide fluorescence polarization; inhibition, % at 10.7 µM; 0.14% of 360,000 active; AID 652163;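 active = mean inhibition of at least 70% across replicates, with every replicate also reaching that level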
Target sequence (P26447 whole entry, looked up): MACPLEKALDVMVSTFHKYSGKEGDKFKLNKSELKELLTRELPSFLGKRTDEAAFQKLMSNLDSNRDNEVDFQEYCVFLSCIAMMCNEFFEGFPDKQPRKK
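Compound dosing: one dose per compound; test system: human S100A4 monomer with TAMRA-labelled myosin IIA peptide; probe or stimulus: TAMRA-labelled myosin IIA heavy-chain peptide probe, 5 nM; medium: HEPES buffer with Ca2+, pH 7.2; schedule: 5 min incubation before reading; benchmarks: neutral control DMSO, positive control TFP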
ERAP1 HTS inh: blocks human ERAP1 aminopeptidase activity; Q9NZ08; 0.15% of 340,000 active; AID 652197; inhibition, % at 10.7 µM; recombinant ERAP1, Leu-AMC fluorescence, 60 min;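 active = mean replicate inhibition of at least 30%, or all replicates individually reaching that 30% level; inactive = mean below 30% and not every replicate reaching it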;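 note: 0% = neutral control wells and 100% = L-leucinethiol positive control wells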
Target sequence (Q9NZ08 whole entry, looked up): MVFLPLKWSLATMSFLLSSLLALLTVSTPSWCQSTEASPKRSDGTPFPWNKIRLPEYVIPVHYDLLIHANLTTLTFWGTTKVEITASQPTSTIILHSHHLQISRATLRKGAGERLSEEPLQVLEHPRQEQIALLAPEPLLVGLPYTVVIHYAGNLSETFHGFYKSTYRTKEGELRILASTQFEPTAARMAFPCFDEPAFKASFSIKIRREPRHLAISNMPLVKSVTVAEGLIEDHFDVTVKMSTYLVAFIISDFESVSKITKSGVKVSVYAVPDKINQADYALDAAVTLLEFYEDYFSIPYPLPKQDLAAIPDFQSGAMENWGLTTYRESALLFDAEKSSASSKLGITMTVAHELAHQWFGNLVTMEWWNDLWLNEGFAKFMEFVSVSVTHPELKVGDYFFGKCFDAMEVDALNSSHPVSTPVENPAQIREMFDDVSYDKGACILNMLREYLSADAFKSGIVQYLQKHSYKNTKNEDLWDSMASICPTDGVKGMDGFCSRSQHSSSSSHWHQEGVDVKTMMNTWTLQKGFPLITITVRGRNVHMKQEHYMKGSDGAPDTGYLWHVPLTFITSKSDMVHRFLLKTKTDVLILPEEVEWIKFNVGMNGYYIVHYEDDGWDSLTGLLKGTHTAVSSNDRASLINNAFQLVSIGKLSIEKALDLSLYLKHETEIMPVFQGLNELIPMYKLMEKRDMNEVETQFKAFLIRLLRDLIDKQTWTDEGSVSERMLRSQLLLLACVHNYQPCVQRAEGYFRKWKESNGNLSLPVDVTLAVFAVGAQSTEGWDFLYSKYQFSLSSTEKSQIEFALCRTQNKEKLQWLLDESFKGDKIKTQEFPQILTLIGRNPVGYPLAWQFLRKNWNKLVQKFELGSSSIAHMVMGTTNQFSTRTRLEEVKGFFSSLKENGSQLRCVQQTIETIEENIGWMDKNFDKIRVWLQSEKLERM
* hit, by the source's call; x = no result given; & = joins results of further samples; ! = repeats disagree.

Results follow in this order: PGC1a acetyl inh	SIRT5 inh	XiGFP reactiv	Cneo AK release	Statin myotox sup	LGR2 antag	S100A4 MyoIIA	ERAP1 HTS inh
> CCC(C)[C@H](NC(=O)N1CCC(C)CC1)C(=O)O (stereo partly specified)
    10	-2	0.0	x	x	-4	0	-7
> C[C@@H]1CN([C@H](C)CO)C(=O)Cc2cc(NC(=O)Nc3ccc4c(c3)OCO4)ccc2O[C@H]1CN(C)C(=O)Nc1ccc(C(F)(F)F)cc1
    3	6	-0.9	2	35	24	0	5
> COCC(=O)Nc1ccc2c(c1)C(=O)N(C)C[C@@H](OC)[C@H](C)CN(C(=O)c1ccncc1)[C@@H](C)CO2
    7	-3	1.0	4	2	-16	-5	-3
> C[C@@H]1CN([C@H](C)CO)C(=O)c2cc(NC(=O)Nc3ccc4c(c3)OCO4)ccc2O[C@@H](C)CCCCO[C@@H]1CN(C)S(=O)(=O)c1ccccc1
    27	1	0.1	1	x	10	1	0
> Cc1cc(C)cc(N(CC(=O)Nc2ccc(Br)cc2)S(=O)(=O)c2c(C)[nH]c(=O)[nH]c2=O)c1
    4	2	-0.1	2	6	4	-22	1
> Cc1ccc(-n2nc(C)c3c(C)c(CCC(=O)NCC4CCCO4)c(=O)n(C)c32)cc1 (stereo unspecified)
    x	2	0.0	-1	-29	-20	-2	1
> COCCN1CN=C(NS(=O)(=O)c2ccc(C)cc2)NC1
    -10	-2	0.0	3	-2	-6	-1	-5
> C[C@@H]1CN([C@H](C)CO)C(=O)c2cccc(NS(=O)(=O)c3cccs3)c2O[C@H]1CN(C)Cc1ccccc1
    -9	26*!	-0.1&0.1	16&1	12&3	10&9	9&3	1&-1
> CC(C)C(N)c1csc(Nc2nncc3ccccc23)n1 (stereo unspecified)
    x	x	0.3	0	-15	-31	3	1
> O=C(C[C@@H]1CC[C@H](NS(=O)(=O)c2ccccc2F)[C@@H](CO)O1)NCCCN1CCOCC1
    8	10&-4	0.4&-0.1	1	5	7&-7	13&2	-1
> CCC(C)c1ccccc1N1CC(C(=O)NCCc2ccc(OC)c(OC)c2)CC1=O (stereo unspecified)
    -5	1	0.1	-1	30	9	-3	0
> CN1CCN(C(=O)C[C@H]2C=C[C@@H](NS(=O)(=O)c3cccc(F)c3)[C@H](CO)O2)CC1
    3	0	0.1	23	8	-12	0	-1
> CN(C1CCCCC1)S(=O)(=O)c1cn(C)c(=O)n(C)c1=O
    2	-4	0.3	-1	-11	12	-1	-2
> COc1ccc(CN(C)C[C@H]2OCCCC[C@@H](C)Oc3ccc(NS(=O)(=O)c4ccc(C)cc4)cc3C(=O)N([C@H](C)CO)C[C@@H]2C)cc1
    -9	1	-0.8	12	x	6	2	-2
> CC(=O)N(C)C[C@H]1Oc2ncc(-c3ccc(F)cc3)cc2C(=O)N([C@H](C)CO)C[C@@H]1C
    -4	3	0.4	4	-26	1	-19	0
> C[C@@H]1CN([C@H](C)CO)C(=O)c2cc(-c3ccc(F)cc3)cnc2O[C@H]1CN(C)CC1CCCC1
    2	-1	-0.1	2	-18	12	-47	0
> Cc1ccc(S(=O)(=O)c2nc(S(=O)(=O)c3ccccc3)sc2N2CCN(C)CC2)cc1
    1	-2	0.4	2	14	14	-9	2
> O=C(CN1CCN(c2ccccc2O)CC1)Nc1cc([N+](=O)[O-])ccc1Cl
    x	x	0.0	x	26	-3	5	1
> CCc1cc(C(=O)NC2CCCN(Cc3ccccc3F)C2)n(C)n1 (stereo unspecified)
    10	-3	-0.1	x	4	11	-3	2
> Cc1ccc(-c2cc(C(=O)NN3CCOCC3)c3cc(Br)ccc3n2)o1
    2	0	0.0	x	x	-2	3	-6

4 of these compounds in another layout.
CN(C1CCCCC1)S(=O)(=O)c1cn(C)c(=O)n(C)c1=O
  PGC1a acetyl inh: 2	SIRT5 inh: -4	XiGFP reactiv: 0.3	Cneo AK release: -1	Statin myotox sup: -11	LGR2 antag: 12	S100A4 MyoIIA: -1	ERAP1 HTS inh: -2

COc1ccc(CN(C)C[C@H]2OCCCC[C@@H](C)Oc3ccc(NS(=O)(=O)c4ccc(C)cc4)cc3C(=O)N([C@H](C)CO)C[C@@H]2C)cc1
  PGC1a acetyl inh: -9	SIRT5 inh: 1	XiGFP reactiv: -0.8	Cneo AK release: 12	Statin myotox sup: x	LGR2 antag: 6	S100A4 MyoIIA: 2	ERAP1 HTS inh: -2

CC(=O)N(C)C[C@H]1Oc2ncc(-c3ccc(F)cc3)cc2C(=O)N([C@H](C)CO)C[C@@H]1C
  PGC1a acetyl inh: -4	SIRT5 inh: 3	XiGFP reactiv: 0.4	Cneo AK release: 4	Statin myotox sup: -26	LGR2 antag: 1	S100A4 MyoIIA: -19	ERAP1 HTS inh: 0

C[C@@H]1CN([C@H](C)CO)C(=O)c2cc(-c3ccc(F)cc3)cnc2O[C@H]1CN(C)CC1CCCC1
  PGC1a acetyl inh: 2	SIRT5 inh: -1	XiGFP reactiv: -0.1	Cneo AK release: 2	Statin myotox sup: -18	LGR2 antag: 12	S100A4 MyoIIA: -47	ERAP1 HTS inh: 0

(cont.)
Results follow in this order: PGC1a acetyl inh	SIRT5 inh	XiGFP reactiv	Cneo AK release	Statin myotox sup	LGR2 antag	S100A4 MyoIIA	ERAP1 HTS inh
> CCOCCCNC(=S)NCCCNc1nc2c(C)c(C)ccc2cc1C#N
    x	-5	0.9	1	0	x	-38	-2
> COCCNC(=O)c1ccc2c(=O)n(CCCN3CCCC3=O)c(=S)[nH]c2c1
    -4	2	0.0	x	15	-4	-3	-1
> O=[N+]([O-])c1cccc(S(=O)(=O)c2ccc(NCCO)c([N+](=O)[O-])c2)c1
    1	-1	0.0	-2	2	35	-2	0
> CC(C)[C@@H](NC(=O)C1CCN(C(=O)[C@@H]2CCCN2C(=O)OC(C)(C)C)CC1)C(=O)NCc1ccc(F)cc1
    -1	x	x	0	6	x	2	x
> CC(C)CCN1CC(C(=O)NC(C)C)CC1=O (stereo unspecified)
    -5	0	x	-4	-2	0	-5	-2
> CCOc1ccc(CCNC(=O)CSc2nc3ncc(Cl)cc3[nH]2)cc1OCC
    x	-2	0.0	2	11	5	-1	-3
> Cc1cc(C(=O)COC(=O)c2ccc[nH]c2=O)c(C)n1C1CC1
    -6	0	0.0	x	12	3	0	-5
> COc1ccc(CNC(=O)C(=O)NCC2OCCN2S(=O)(=O)c2cccs2)cc1 (stereo unspecified)
    -2	3	-0.1	0	-10	x	-2	-1
> Nc1ncnc(Nc2ccc(F)cc2)n1
    -2	x	0.1	5	x	13	x	x
> COc1ccccc1S(=O)(=O)N1CC[C@@H]2[C@H](CO)Nc3ccc(Br)cc3[C@@H]21
    1	x	0.5	-19	28	6	x	x
> N#CCC(=O)Nc1ccc(C(=O)OCC(=O)Nc2cc(-c3ccccc3)nn2-c2ccccc2)cc1
    5	x	0.0	-2	2	-21	-2	-3
> CC(C)c1cc(C(=O)NCc2ccc(F)cc2)c(N)s1
    x	-2	0.0	x	x	-1	-2	-3
> CC(C)CC(=O)Nc1ccc(C(=O)COC(=O)C2CCC2)cc1
    2	13	0.5	0	6	2	-8	4
> CCCCCCCCN1C(=O)[C@H](CC(=O)N2CCN(C(=O)OCC)CC2)C[C@@]2(C(=O)OCC)CCCC=C12
    x	5	-0.1	x	x	12	0	-1
> Cc1cccc(C)c1OCc1nnc(SCC(=O)Nc2ccccc2F)o1
    8	x	1.5	-1	5	4	8	-1
> CO[C@H]1CN(C)C(=O)c2ccc(NC(C)=O)cc2OC[C@H](C)NC[C@@H]1C
    10	-2	0.0	2	-7	6	0	-1
> CCC(C(=O)Nc1cccc(OC)c1)n1nc(C)c2c(C)n(-c3ccccc3)nc2c1=O (stereo unspecified)
    -8	8	0.0	-1	8	20	-5	2
> C[C@@H]1CN([C@@H](C)CO)C(=O)c2cc(-c3ccccc3)cnc2O[C@@H]1CN(C)Cc1ccccn1
    -13	1	-1.2	0	21	-15	-6	7
> O=C(NCc1ccc(F)cc1)C1CCCN1S(=O)(=O)c1ccccc1C(F)(F)F (stereo unspecified)
    1	-2	0.2	-1	1	-1	0	-2
> COc1ccc(NC(=O)N(C)C[C@@H]2OCCCC[C@H](C)Oc3ccc(NC(=O)c4ccccc4)cc3C(=O)N([C@@H](C)CO)C[C@@H]2C)cc1
    3	3	0.1	-11	x	6	13	-3

Later entries:
structure,PGC1a acetyl inh,SIRT5 inh,XiGFP reactiv,Cneo AK release,Statin myotox sup,LGR2 antag,S100A4 MyoIIA,ERAP1 HTS inh
C/C=C/c1ccc2c(c1)O[C@@H](CN(C)S(=O)(=O)c1ccc(F)cc1)[C@@H](C)CN([C@H](C)CO)S2(=O)=O,-24,8,0.2,3,-18,3,-3,-3
Nc1c(N(CCO)C(=O)COc2ccc(Cl)cc2)c(=O)[nH]c(=O)n1Cc1ccccc1,x,-16,0.0,x,x,-2,-2,1
CN1C(C(=O)Nc2ccc(F)cc2F)=CC(c2ccco2)=NS1(=O)=O,x,3,0.3,-1,5,9,-3,7
O=C(C(=O)N1CCN(c2cccc(Cl)c2)CC1)c1c[nH]c2ccccc12,15,10,0.6,1,x,26,-5,-1
Fc1cc(Cl)cc2ccc(-c3ccccc3)nc12,-21,7,0.1,0,-15,-60,-1,7
C[C@@H]1CN([C@H](C)CO)C(=O)c2cccc(NC(=O)Nc3ccc(C(F)(F)F)cc3)c2O[C@@H]1CN(C)S(C)(=O)=O,0,0,-1.2,-5,12,12,-58,-1
CN(C)C(=O)c1ccc(-c2ccc(C3[C@H]4CNC[C@@H]3N4S(=O)(=O)c3ccc(F)cc3)cc2)cc1 (stereo partly specified),-4,3,0.1,x,x,9,6,1
CCOc1ccccc1OCCOCCOc1ccccc1[N+](=O)[O-],x,-1,0.7,x,x,x,-3,1
Cc1ccc(S(=O)(=O)NCc2ccc3[nH]c(C)cc3c2)cc1,4,-5,0.2,2,-3,x,13,2
CCCNC(=O)Nc1ccc2c(c1)C(=O)N(C)C[C@H](OC)[C@@H](C)CN(C(=O)C1CCOCC1)[C@H](C)CO2,-3,-1,0.0,1,6,12,-22,4
COc1ccc(-c2nc3ncnn3cc2C)cc1F,3,-7,0.1,7,10,-18,46,-1
COc1ccc(NC(=O)Nc2cccc3c2O[C@H](CN(C)Cc2ccccc2)[C@H](C)CN([C@@H](C)CO)C3=O)cc1,20,1,-1.2,-1,-27,-2,0,-3
CCOc1ccc(N(CC)C(=O)COc2cc(=O)n(C)c3ccccc23)cc1,-9,-2,0.0,1,16,-1,-1,1
CC(C)Cn1cc(C(=O)N2CCC(C)CC2)c2c3ccccc3n(C)c2c1=O,-11,-3,-0.3,x,-1,-1,2,x
COC(=O)Cn1c(=O)c(C(=O)CCl)c(N)n(Cc2ccccc2)c1=O,-3,-2,-0.1,-4,-12,-8,-4,-3
CN(C)CC(=O)N1CC[C@H]2[C@@H]1c1cc(-c3ccccc3F)ccc1N(C)[C@H]2CO,-4,x,-0.1,39,-12,-19,x,x

High-throughput results from PubChem.

A portion of the library. The share of hits here may be higher or lower than overall.
